UPR CHOP act: apoptotic UPR (CHOP) activation; CHO-CHOP luciferase reporter, luminescence; percent of tunicamycin response over DMSO baseline; activation, % at 10 µM; actives 0.34% (n = 330,000); AID 449763;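 active = at 10 µM dose, activation of 40% or more, normalized to positive control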;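 note: 100% = tunicamycin at 10 µg/mL and 0% = DMSO alone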
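assay system = CHO CHOP reporter cells | amount = 500 CHO-CHOP cells per well | buffer or medium = F12 with 10% FBS | incubation = 16-18 h cell attachment, then 6 h compound exposure, 37 °C | detection = luminescence read with Steady-Glo | read-out = percent activation relative to tunicamycin control | controls = tunicamycin high control, DMSO low control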
Mdm2 MdmX PPI: inhibitors of human Mdm2/MdmX interaction | O15151+Q00987 | SaOS-2 split-luciferase Mdm2/MdmX complementation, luminescence | inhibition, % at 8 µM | actives 3% (n = 330,000);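 active = inhibition of at least 50% at 8 µM in the primary screen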
Target sequence (O15151 whole entry, looked up): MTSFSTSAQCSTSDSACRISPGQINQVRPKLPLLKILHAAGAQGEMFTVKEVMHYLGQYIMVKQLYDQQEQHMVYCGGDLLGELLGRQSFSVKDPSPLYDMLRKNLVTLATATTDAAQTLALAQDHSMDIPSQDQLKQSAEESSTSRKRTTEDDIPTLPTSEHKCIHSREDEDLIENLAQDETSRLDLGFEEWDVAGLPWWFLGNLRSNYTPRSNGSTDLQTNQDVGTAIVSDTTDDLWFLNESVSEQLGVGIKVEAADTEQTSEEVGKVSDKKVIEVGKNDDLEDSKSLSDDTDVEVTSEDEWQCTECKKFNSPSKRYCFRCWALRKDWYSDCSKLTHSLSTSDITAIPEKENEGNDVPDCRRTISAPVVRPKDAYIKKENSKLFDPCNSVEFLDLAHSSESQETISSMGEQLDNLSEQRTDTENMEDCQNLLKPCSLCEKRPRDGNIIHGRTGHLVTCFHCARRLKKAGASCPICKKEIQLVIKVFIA
Target sequence (Q00987 whole entry, looked up): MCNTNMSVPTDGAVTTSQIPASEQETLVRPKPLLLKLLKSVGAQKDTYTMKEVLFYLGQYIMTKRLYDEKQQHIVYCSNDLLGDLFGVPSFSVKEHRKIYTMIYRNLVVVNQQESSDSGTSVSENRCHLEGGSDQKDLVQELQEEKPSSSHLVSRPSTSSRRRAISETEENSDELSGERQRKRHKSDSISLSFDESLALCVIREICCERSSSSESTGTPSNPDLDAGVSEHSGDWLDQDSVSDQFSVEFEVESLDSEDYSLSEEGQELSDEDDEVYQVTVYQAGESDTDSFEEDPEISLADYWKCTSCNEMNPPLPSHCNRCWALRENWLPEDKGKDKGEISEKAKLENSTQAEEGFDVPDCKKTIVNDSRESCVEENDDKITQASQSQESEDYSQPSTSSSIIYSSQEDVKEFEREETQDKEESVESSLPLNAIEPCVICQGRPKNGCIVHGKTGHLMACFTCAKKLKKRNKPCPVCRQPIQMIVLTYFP
XBP1 UPR activ: adaptive UPR (XBP1) activation. AID 463104. activation, % at 20 µM. actives 0.33% (n = 330,000). CHO-XBP1 luciferase reporter, IRE1-XBP1 UPR activation, luminescence; percent of tunicamycin response, DMSO as zero;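 active = versus positive control, 20 µM dose yields 30% or more activation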;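 note: 100% = tunicamycin at 10 µg/mL and 0% = DMSO only wells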
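Assay system: CHO-XBP1 luciferase reporter cells; Schedule: 6 h treatment, 37 °C; Detection: glow luminescence from Steady-Glo reagent; Benchmarks: high control tunicamycin 10 µg/mL final, low control DMSO vehicle only.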
697 NFkB inh: inhibitors of the PMA/ionomycin-induced NF-kB reporter in 697 B cells; 697 B-cell NF-kB luciferase reporter, 16 h; inhibition, % at 4 µM; actives 0.33% (n = 330,000); in the data active = inhibition above about 35%
tim23-1 inh: growth inhibitors of tim23-1 mutant yeast | S. cerevisiae tim23-1 growth, BacTiter-Glo luminescence, 24 h | actives 1.3% (n = 330,000) | inhibition, % at 20 µM;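 active = growth inhibition of the mutant yeast at or above 50%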;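 note: temperature-sensitive mutant grown at 25 °C; plate controls were DMSO-treated mutant yeast for no effect and medium wells lacking yeast for full effect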
tim10-1 inh: inhibits growth of tim10-1 mutant yeast. actives 2.2% (n = 330,000). inhibition, % at 20 µM. S. cerevisiae tim10-1 ts strain growth, BacTiter-Glo, 24 h. AID 463190;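 active = inhibition of at least 40%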;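 note: mutant grown at 25 °C; 0% = DMSO wells with yeast and 100% = wells holding no yeast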
TIM10 inh: TIM10 yeast growth inhibition; actives 1.4% (n = 330,000); inhibition, % at 10 µM; S. cerevisiae TIM10 strain growth, BacTiter-Glo luminescence, 24 h;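 active = inhibition of 40% or more at the single tested concentration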;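 note: wild-type TIM10 isogenic control strain grown at permissive 25 °C; 0% = DMSO yeast wells and 100% = minimal medium wells without yeast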
Jurkat NFkB inh: lowers PMA/ionomycin-induced NF-kB signal in Jurkat cells. inhibition, % at 4 µM. PMA/ionomycin-induced NF-kB luciferase reporter, luminescence. actives 0.53% (n = 330,000); in the data active = inhibition above about 50%
Starred values were filed as active, the others as inactive.

SMILES	UPR CHOP act	Mdm2 MdmX PPI	XBP1 UPR activ	697 NFkB inh	tim23-1 inh	tim10-1 inh	TIM10 inh	Jurkat NFkB inh
Cc1cccc(OCC(=O)Nc2ccc(C(=O)NCC(C)C)cc2)c1	0.7	12	0	11	10	1	-17	7
NS(=O)(=O)c1cccnc1Nc1cccc(C(F)(F)F)c1	3.0	14	-2	19	15	14	3	-15
COc1ccc(-c2n[nH]c(=S)n2-c2ccccc2C)cc1	0.0	-3	0	-2	19	16	0	8
COC(=O)NC(NC(=S)Nc1ccccc1OC)C(Cl)(Cl)Cl (stereo not drawn)	3.3	0	0	-7	-19	16	-21	-11
CCc1ccc(Nc2n[n+](-c3ccccc3)c(-c3cccc(C)c3)s2)cc1	2.0	3	0	-9	7	11	8	9
Nc1nnc(SCCCOc2ccc(F)cc2)s1	2.4	-8	3	-8	18	11	10	-10
CCCCN1C(=O)C(=O)N(CC(=O)N2N=C3/C(=C/c4ccco4)CCCC3C2c2ccco2)C1=O (stereo not drawn)	1.2	13	2	0	3	12	28	-9
Cc1ccc(CNC(=O)C2CCCN(c3nn4c(=O)cc(C)nc4s3)C2)cc1 (stereo not drawn)	1.1	-3	-1	-6	13	8	-2	7
COc1ccc(NC(=O)Nc2ccc(C(C)C)cc2)cc1	-0.2	21	1	-20	3	6	-5	-20
Cc1cc(/C=C2/SC(=O)N(CC(=O)N3CCCC3)C2=O)c(C)n1C	-0.2	-18	-4	5	11	-1	13	-2
CC1CCN(c2oc(-c3ccccc3F)nc2C#N)CC1	2.6	9	1	-17	22	23	-13	-26
CC1CC1C(=O)OCC(=O)Nc1cccc(F)c1 (stereo not drawn)	2.5	-2	5	13	-9	-6	-7	6
Cc1ccn2c(Nc3ccccc3C)c(-c3ccccn3)nc2c1	16	85*	11	4	46	4	39	3
Cc1ccc(S(=O)(=O)N(C)C)cc1N	0.5	8	0	11	17	-6	14	4
COc1cc(CN2CC(C)CC(C)C2)cc([N+](=O)[O-])c1O (stereo not drawn)	2.4	-15	-1	18	5	12	-2	19
CC(C)C[C@H](NC(=O)N1CCn2c1nc1ccccc12)C(=O)NCc1ccccc1	0.7	21	-6	4	24	27	-1	8
CCOc1ccccc1N(CC(=O)NCC1CCCO1)C(=O)CCC(=O)Nc1cc(C)on1 (stereo not drawn)	1.2	-11	-4	9	11	12	-15	7
CCCN(CCC)S(=O)(=O)c1ccc(C(=O)N2CCOCC2)cc1	0.7	20	-2	10	-6	-5	3	5
CC12CCC(C(=O)N3CCCCC3)([C@H](Br)C1=O)C2(C)C (stereo partly drawn)	-0.4	7	1	12	-1	11	-5	8
COC(=O)c1cc(Cl)c(NC(=O)c2ccco2)cc1OC	1.7	-14	1	-12	11	30	17	0
O=C(Cn1c(NCCO)nc2ccccc21)N1CCN(Cc2ccccc2)CC1	0.4	21	-2	7	-4	8	-6	1
CC1CCCC(C)N1CCCNC(=O)c1ccc2c(c1)NC(=O)c1ccccc1S2 (stereo not drawn)	0.7	3	-4	-39	6	-16	14	-8
O=C(O)CCc1ccc(-c2ccccc2)o1	-2.2	6	-1	-15	30	7	4	-1
CC(=O)C1=C(O)C(=O)N(Cc2cccnc2)C1c1ccc(C)cc1 (stereo not drawn)	1.0	31	-1	-1	1	15	-9	3
CN(C)S(=O)(=O)c1ccc(C(=O)NCCN2C(=O)S/C(=C\c3cccnc3)C2=O)cc1	-1.4	-2	1	8	18	12	5	6
O=C(C1CCC(CNS(=O)(=O)c2ccccc2)CC1)N1CCOCC1 (stereo not drawn)	2.3	19	-6	3	-4	-4	-8	7
CC1(C)CC(N2CCC(=O)NC2=S)CC(C)(C)N1	-0.3	-16	-2	15	10	15	-18	-2
Cc1cc(N)ccc1NC(=O)CN1CCOCC1	2.2	0	-3	-6	-13	-3	-3	0
O=C(O)CN1CCN(Cc2cccc(Cl)c2)C1=O	-1.6	2	-5	19	-1	0	0	-1
Cc1ccc(C)c(NC(=O)CCNS(=O)(=O)c2ccc3[nH]c(=O)oc3c2)c1	0.8	27	0	-27	1	4	5	3

Six compounds from above, arranged by length of the SMILES, high to low.
SMILES	UPR CHOP act	Mdm2 MdmX PPI	XBP1 UPR activ	697 NFkB inh	tim23-1 inh	tim10-1 inh	TIM10 inh	Jurkat NFkB inh
CCCCN1C(=O)C(=O)N(CC(=O)N2N=C3/C(=C/c4ccco4)CCCC3C2c2ccco2)C1=O (stereo not drawn)	1.2	13	2	0	3	12	28	-9
O=C(Cn1c(NCCO)nc2ccccc21)N1CCN(Cc2ccccc2)CC1	0.4	21	-2	7	-4	8	-6	1
CC12CCC(C(=O)N3CCCCC3)([C@H](Br)C1=O)C2(C)C (stereo partly drawn)	-0.4	7	1	12	-1	11	-5	8
Cc1ccn2c(Nc3ccccc3C)c(-c3ccccn3)nc2c1	16	85*	11	4	46	4	39	3
O=C(O)CN1CCN(Cc2cccc(Cl)c2)C1=O	-1.6	2	-5	19	-1	0	0	-1
Cc1ccc(S(=O)(=O)N(C)C)cc1N	0.5	8	0	11	17	-6	14	4

The list goes on.
SMILES	UPR CHOP act	Mdm2 MdmX PPI	XBP1 UPR activ	697 NFkB inh	tim23-1 inh	tim10-1 inh	TIM10 inh	Jurkat NFkB inh
Cc1cc(-c2ccco2)n(CC(=O)NCc2ccccc2)n1	2.3	-22	1	-27	20	13	17	-3
O=S(=O)(c1cccc(-c2csc(-c3cccnc3)n2)c1)N1CCCCC1	0.9	16	1	-12	29	26	13	2
COc1ccc(CNC(=O)C2CCCN(S(=O)(=O)c3c(C)noc3/C=C/N(C)C)C2)cc1 (stereo not drawn)	2.4	20	-5	-4	-1	6	11	-10
CCC(C)C(NC(=O)c1ccccc1NC(=O)c1ccco1)C(=O)NNC(=O)c1ccncc1 (stereo not drawn)	1.3	3	-3	21	-5	10	9	11
CC(=O)c1ccc(OC(=O)C2CSC3(C)CCC(=O)N23)cc1 (stereo not drawn)	0.2	-17	0	6	-7	10	6	5
Nc1ccccc1Nc1ccncc1[N+](=O)[O-]	-1.1	19	1	-3	3	-1	15	2
COc1ccc(/C=C/C(=O)C2(O)CCCCC2)cc1OC	3.6	16	-2	1	41	47*	44*	1
CCOCCCNC(=O)C(NC(=O)c1ccc(=O)[nH]c1)c1ccc(C)cc1 (stereo not drawn)	1.7	19	1	15	7	1	-3	-2
CCCCOC(=O)Nc1ccc(S(=O)(=O)Nc2ncccn2)cc1	-1.1	5	-1	-12	5	10	-5	-2
CCOC(=O)C1CCN(C(=O)CCc2nnc3ccc(NCc4ccco4)nn23)CC1	1.8	6	-6	-21	-10	-8	4	-7
O=C(Nc1ccc(S(=O)(=O)Nc2ncccn2)cc1)C12CC3CC(CC(Cl)(C3)C1)C2	3.7	6	-3	13	-3	-8	3	8
CCN(CC)S(=O)(=O)c1cc(NC(=O)CSc2nccn2C)ccc1C	3.3	-25	4	-5	16	22	6	-11
Cc1cccc(NS(=O)(=O)c2cc3c(cc2C)NC(=O)CO3)c1	0.8	-3	-1	-12	29	16	3	8
COc1cc(OC)cc(C(=O)Nc2ccccc2-c2nnn(CC(N)=O)n2)c1	-1.4	6	0	22	4	20	8	10
Cc1nc(SCC(=O)OCc2ccccc2)c(C#N)c(-c2ccccc2)c1C(=O)Nc1ccccc1	0.4	6	-1	-1	20	22	23	-3
O=C(O)C(Cc1ccccc1)NC(=O)C(c1ccccc1)c1ccccc1 (stereo not drawn)	1.2	0	0	5	11	4	13	24
Cn1c(=O)c2nc(NCc3ccccc3)cnc2n(C)c1=O	-1.3	27	-4	-5	22	18	8	8
COC(=O)[C@@H](NC(=O)Nc1cccc(OC)c1)C(C)C	-2.2	11	1	17	15	1	-13	13
C[C@H](NC(=O)c1nc[nH]c1C(=O)NCc1ccc(CNC(=O)OC(C)(C)C)cc1)c1ccccc1	1.9	17	-1	11	26	10	5	1
Cc1cc(C)c2sc(N(CCCN(C)C)C(=O)COc3ccc(Cl)cc3)nc2c1	-0.3	33	13	9	-9	-22	19	-4
COc1cccc(/C=C2\SC(=S)N(CCC(=O)NC3C=CS(=O)(=O)C3)C2=O)c1 (stereo not drawn)	2.0	35	-1	-43	0	-7	3	-5
CC(=O)Nc1ccc(S(=O)(=O)c2ccc(N)cc2)cc1N	0.7	-17	-3	-8	-1	-8	11	5
COc1cccc(NC(=O)C2CC2)c1	2.0	9	1	13	34	11	-5	26
CN(Cc1ccccc1)C(=O)CSc1nnc(-c2ccco2)n1-c1ccccc1	-1.8	-10	-2	-18	24	16	11	-7
Cc1oc(-c2ccccc2)cc1C(=O)Nc1cccc(/C=C/C(=O)O)c1	0.6	22	-1	7	21	17	20	11
CC(C)n1c(NCc2cc(Cl)ccc2O)nc2ccccc21	0.4	20	1	-16	30	25	18	9
O=C(COc1ccc(F)cc1)Nc1nc(-c2ccccn2)cs1	2.7	64*	-2	-4	41	22	-6	0
COc1ccc(-c2nc3ccccc3c(=O)o2)cc1OC	1.7	5	4	5	13	25	19	-4
CCN1CCN(S(=O)(=O)c2ccc(Cl)c(C(=O)N(C)Cc3cccc(Cl)c3Cl)c2)CC1	-0.2	16	-4	-11	21	9	11	-6
O=C(CSC(=S)N1CCCCC1)Nc1ncc2c(n1)CCCC2=O	0.4	35	-1	3	-5	-16	-3	6
C/C(=N\Nc1ccc2nncn2n1)c1cccs1	2.8	-13	3	-31	8	23	17	-11
CC(C)C1Nc2ccc(C(=O)N3CCN(c4ccccn4)CC3)cc2NC1=O (stereo not drawn)	-0.9	0	-3	5	-2	-8	2	-2
Cc1ccccc1CN1CCN(Cc2cc(=O)c3ccccc3[nH]2)CC1CCO (stereo not drawn)	-0.6	13	-5	-4	2	3	8	4
CN(c1ccccc1C(=O)Nc1ccc2c(c1)OCO2)S(C)(=O)=O	2.6	-6	0	-17	3	9	13	0
Cc1occc1C(=O)NCc1cccc(CNC(=O)c2ccoc2C)c1	-1.5	1	0	-23	-3	22	3	5
CC(=O)N1c2ccc(S(=O)(=O)N3CCCCC3)cc2CC1C(=O)Nc1ccc(C)cc1 (stereo not drawn)	1.1	6	-7	9	14	-2	5	18
C[n+]1c(/C=C/c2ccc(O)cc2)ccc2ccccc21	5.3	-36	4	-15	27	18	38	-47
CCCn1c(SCC(=O)NC(C)c2ccccc2)n[nH]c1=O (stereo not drawn)	0.8	4	0	-9	4	10	-18	-14
CCOC(=O)c1ccc2nc(C)cc(Nc3cccc(C(=O)O)c3)c2c1	-2.5	11	-2	5	-16	-16	-10	-6
COc1ccc(-c2cc(C(F)F)n3ncc(C(=O)N4CCN(C(=O)c5ccco5)CC4)c3n2)cc1	2.5	5	15	4	17	7	6	13
Cc1ccc(/C=N/NC(=O)c2cc(C)oc2C)cc1	3.7	31	1	-29	8	-23	0	25
CC1CN(S(=O)(=O)c2ccc(C(=O)NN3CCN(C)CC3)cc2)CC(C)O1 (stereo not drawn)	0.0	-3	-1	-8	2	-1	3	-5
Cc1nnc(SCC(=O)Nc2sccc2C#N)n1Cc1ccccc1	-2.2	4	0	4	-1	1	-1	3
Cc1ccc2c(c1C)NC(C(=O)O)C1CC=CC21 (stereo not drawn)	0.1	16	0	-1	18	20	14	14
O=C(CSc1nnc(Cc2cc(=O)[nH]c(=O)[nH]2)n1-c1ccccc1)N1CCCc2ccccc21	3.4	17	-2	-15	3	12	0	-16
CCOP(=O)(c1ccc(N(C)C)cc1)C(O)c1cc(OC)c(OC)c(OC)c1 (stereo not drawn)	-3.7	-14	-1	20	1	8	4	4
C/C(=N\NC(=O)C1CC1)c1ccccc1Br	0.4	15	-5	15	1	-5	3	10
